MT stabilize HCS = stabilizes microtubules in HeLa cells | HeLa tubulin immunostaining HCS, 24 h; share of cells brighter than vehicle mean+2SD | 200,000 tested, 0.83% active | AID 2205 | % tubulin-high responders, % at 10 µM;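 active = plate Z-score above 3 for both tubulin-high and condensed-nucleus cell shares, with cell loss under 80%, at 10 µM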;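 also: anti alpha tubulin signal scored within the nucleus-defined area of each cell; some results filed as inactive read as strong as hits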
Autophagy mod = autophagy modulation, high-content screen; MEF GFP-LC3 puncta imaging; test concentration mostly 10 µM; AID 463193; calls only at 10 µM (by protocol); 190,000 tested, 0.98% active;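 active = percentage of spot-positive cells more than 3 SD above its plate mean, without a fluorescence outlier flag or 80% toxicity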;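 also: spot-positive cell cutoff set from DMSO-treated cells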
Lipid droplet = hepatic lipid droplet formation modulation. AID 1656. 240,000 tested, 0.4% active. AML12 mouse hepatocytes, oleate lipid droplets, BODIPY imaging. inhibition, % at 6.5 µM;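 active = lipid droplet intensity inhibited by at least 50%, with more than 500 cells counted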
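System: AML12 hepatocytes (mouse). Probe or stimulus: oleic acid at 100 µM to induce lipid droplet formation. Times: overnight treatment with compound plus oleate. Detection: Image-based BODIPY and DAPI two-channel analysis. Evaluation: percent inhibition of filter-corrected integrated lipid droplet intensity per well.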
Insulin prom up = MIN6 insulin promoter up-regulation | MIN6 insulin promoter-GFP reporter, high-content imaging; hits give high values | z-score at 5 µM | 190,000 tested, 0.3% active;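 active = z-score above 3 at 5 µM with at least 500 cells counted in the well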
WT yeast gro inh = growth inhibition of WT yeast, mitochondrial fusion screen; AID 1362; mitochondrial fusion phenotypic screen, WT strain; 190,000 tested, 2.1% active; inhibition, % at 10 µM; in the data active = inhibition above about 58%; tested in S. cerevisiae
b-catenin transl = alters nuclear translocation of beta-catenin in HeLa cells. immunofluorescence imaging. nuclear translocation activity, % at 5 µM. 190,000 tested, 0.3% active. AID 1665;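 active = nuclear translocation activity above 50% at 5 µM, with a well cell count of 50 or more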;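 also: per-cell ratio of nuclear to cytoplasmic median beta-catenin stain intensity; plate controls were DMSO negative control for no effect and GSK-3 inhibitor IX positive control for full effect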
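System: HeLa cells, endogenous beta-catenin; compound dosing: 5 µM primary single dose, 0.1% DMSO, 0.02–20 µM confirmation series; incubation: 24 h compound exposure at 37°C, 5% CO2; signal: beta-catenin immunofluorescence imaging with DAPI; evaluation: % activation, nuclear-to-cytoplasmic median beta-catenin signal ratio per cell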
XIAP antagonists = XIAP antagonists, biochemical, IAP family, fluorescence polarization (AID 1018) | one-dose displacement, % at 20 µM; IC50 in µM for titrated hits | XIAP BIR domain, fluorescence polarization peptide displacement; higher % means a stronger effect | 200,000 tested, 0.007% active; in the data active = displacement above about 50%; also: a part of the inactive calls stands beside numbers as strong as those of hits
CSM14.1 death rescue = protection against thapsigargin-triggered cell killing – 384-well, CSM14.1, ATP luminescence, primary screen (AID 1222). 190,000 tested, under 10 active. CSM14.1 thapsigargin-induced death rescue, ATP luminescence; higher % means a stronger effect. cellular ATP content (survival), % at 20 µM, or EC50 in µM where a hit was titrated;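 active = EC50 below 50 µM in the dose-response confirmation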;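 also: death triggered by thapsigargin at about 15 µM added after 2 h compound pretreatment; cell ATP read after overnight thapsigargin exposure of roughly 18 to 22 hours; normalized against plate controls of thapsigargin alone and 5% DMSO vehicle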
Dynein transport = blocks dynein driven cargo transport along microtubules; 3617.4 mouse cells, GR-EGFP nuclear translocation imaging; test concentration mostly 20 µM; stimulated with dexamethasone, 1 µM; hits give low values; z-score, hits read low; 220,000 tested, 0.47% active; AID 1381;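 active = plate z-score of nuclear minus cytoplasmic receptor signal below a set negative limit, without overly bright fluorescence or cell loss, cut at about -3.5 in these data, passing the limit was not always enough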;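 also: z-score of nuclear minus cytoplasmic ring GR-EGFP intensity difference per well; some compounds called inactive have numbers as strong as hits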
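Schedule: 48 h induction, then 1 h compound, then 30 min agonist, 37 °C. Buffer or medium: tetracycline-free induction medium containing charcoal-stripped FBS. Reagent: 1.0 µM final dexamethasone stimulus. Evaluation: nuclear versus cytoplasmic GR-EGFP signal, averaged per well. Signal: high-content fluorescence imaging after fixation.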
WT yeast gro inh mutant strain = further read-out of WT yeast gro inh, marked with its call; inhibition, %; mitochondrial fusion phenotypic screen, mutant strain inhibition
Dynein transport cytoplasmic EGFP = also measured in Dynein transport; calls as there; z-score; measured here: cytoplasmic GR-EGFP intensity; hits give high values
Dynein transport nuclear GR-EGFP = second read-out of Dynein transport, no call of its own (marks repeat the call); z-score; measured here: nuclear GR-EGFP intensity;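 lower value marks the stronger effect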
Dynein transport cell count = further read-out of Dynein transport, marked with its call; z-score; measured here: cell count per field
Insulin prom up cell count = also measured in Insulin prom up; calls as there; cell count; measured here: cytotoxicity, nuclei count;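 total cells summed across four imaged fields per well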
Lipid droplet cells 6.5 µM = further read-out of Lipid droplet, marked with its call; cell count; measured here: cell count, cytotoxicity flag;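 cells counted across two imaged fields per well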
b-catenin transl cell count 5 µM = recorded beside b-catenin transl, whose call it bears; cell count; measured here: cell count, cytotoxicity flag
MT stabilize HCS Hoechst-high % = also measured in MT stabilize HCS; calls as there; % Hoechst-high responders; measured here: nuclear condensation Hoechst responders;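 share of cells brighter than vehicle mean plus two SD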
MT stabilize HCS cytotoxicity % = recorded beside MT stabilize HCS, whose call it bears; toxicity, %; measured here: cytotoxicity by cell density;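 0% = mean cell density of plate MIN control wells and 100% = no cells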
Autophagy mod cell loss 18 h = also measured in Autophagy mod; calls as there; toxicity, %; measured here: cell loss, nuclei count;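 cell loss after 18 h compound exposure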
* marks the source's active call; other numbers are inactive results.

For CCSc1nnc(NC(=O)C2CCCCC2C(=O)OCC(F)(F)C(F)F)s1 (stereo not drawn) the results were MT stabilize HCS 3.4, Autophagy mod inactive, Lipid droplet -9.0, Insulin prom up 0.21, WT yeast gro inh 17.2, b-catenin transl -0.4, XIAP antagonists -2.8%, CSM14.1 death rescue -2.0%, Dynein transport -0.277, WT yeast gro inh mutant strain 13.1, Dynein transport cytoplasmic EGFP -0.109, Dynein transport nuclear GR-EGFP -0.228, Dynein transport cell count 0.334, Insulin prom up cell count 1670, Lipid droplet cells 6.5 µM 658, b-catenin transl cell count 5 µM 1002, MT stabilize HCS Hoechst-high % 1.6, MT stabilize HCS cytotoxicity % 4.4 and Autophagy mod cell loss 18 h 7.5.
Screening O=C(NCC1CCC(C(=O)O)CC1)OCc1ccccc1 (stereo not drawn) returned MT stabilize HCS 2.4, Autophagy mod inactive, Insulin prom up -0.21, WT yeast gro inh -6.5, b-catenin transl -1.0, XIAP antagonists 1.4%, CSM14.1 death rescue -0.9%, Dynein transport -0.726, WT yeast gro inh mutant strain -3.6, Dynein transport cytoplasmic EGFP -0.168, Dynein transport nuclear GR-EGFP -1.11, Dynein transport cell count 0.101, Insulin prom up cell count 1528, b-catenin transl cell count 5 µM 1381, MT stabilize HCS Hoechst-high % 2.0, MT stabilize HCS cytotoxicity % 8.1 and Autophagy mod cell loss 18 h 4.5.
`O=C(Nc1ncc(Cc2cccc(Cl)c2)s1)c1cccs1` gave MT stabilize HCS 3.4, Autophagy mod inactive, Insulin prom up -0.67, WT yeast gro inh 80.6*, b-catenin transl 0.0, XIAP antagonists -1.2%, CSM14.1 death rescue -0.8%, Dynein transport -0.0866, WT yeast gro inh mutant strain 69.4*, Dynein transport cytoplasmic EGFP -0.17, Dynein transport nuclear GR-EGFP 0.273, Dynein transport cell count -0.0885, Insulin prom up cell count 1279, b-catenin transl cell count 5 µM 1370, MT stabilize HCS Hoechst-high % 2.1, MT stabilize HCS cytotoxicity % 1.6 and Autophagy mod cell loss 18 h 9.6.
CCc1ccc(C(=O)NNc2ccc(F)cc2F)cc1 was read as Lipid droplet 5.4, Insulin prom up -0.23, b-catenin transl -1.9, Dynein transport -1.62, Dynein transport cytoplasmic EGFP -0.253, Dynein transport nuclear GR-EGFP -0.184, Dynein transport cell count 0.937, Insulin prom up cell count 958, Lipid droplet cells 6.5 µM 688 and b-catenin transl cell count 5 µM 1339.
For CC(=O)N1CCN(c2ccc(NC(=O)c3ccc4c(c3)OCCO4)cc2Cl)CC1 the results were MT stabilize HCS 1.6, Autophagy mod inactive, Lipid droplet 17.3, Insulin prom up -0.71, WT yeast gro inh 3.1, b-catenin transl 2.3, XIAP antagonists -16.1%, CSM14.1 death rescue 2.9%, Dynein transport -0.221, WT yeast gro inh mutant strain 6.4, Dynein transport cytoplasmic EGFP -0.131, Dynein transport nuclear GR-EGFP -0.0414, Dynein transport cell count 0.394, Insulin prom up cell count 1602, Lipid droplet cells 6.5 µM 769, b-catenin transl cell count 5 µM 996, MT stabilize HCS Hoechst-high % 0.9, MT stabilize HCS cytotoxicity % 4.0 and Autophagy mod cell loss 18 h 2.7.
Screening O=C(NCc1ccco1)c1ccc(Cn2cc([N+](=O)[O-])cn2)o1 returned MT stabilize HCS 2.1, Autophagy mod inactive, Lipid droplet -6.3, Insulin prom up -0.21, WT yeast gro inh -9.9, b-catenin transl -6.1, XIAP antagonists -3.3%, CSM14.1 death rescue 0.7%, Dynein transport -1.02, WT yeast gro inh mutant strain -5.0, Dynein transport cytoplasmic EGFP -0.24, Dynein transport nuclear GR-EGFP -0.407, Dynein transport cell count 1.35, Insulin prom up cell count 964, Lipid droplet cells 6.5 µM 727, b-catenin transl cell count 5 µM 1225, MT stabilize HCS Hoechst-high % 1.2, MT stabilize HCS cytotoxicity % 4.1 and Autophagy mod cell loss 18 h 36.9.
`CCN(CC)S(=O)(=O)c1cccc(-c2nnc(SCC(N)=O)n2C)c1` gave MT stabilize HCS 2.2, Autophagy mod inactive, Lipid droplet -4.0, Insulin prom up 0.39, WT yeast gro inh 12.7, b-catenin transl -0.5, XIAP antagonists -6.6%, CSM14.1 death rescue 0.4%, Dynein transport 0.231, WT yeast gro inh mutant strain 7.8, Dynein transport cytoplasmic EGFP -0.174, Dynein transport nuclear GR-EGFP 0.99, Dynein transport cell count -0.9, Insulin prom up cell count 1416, Lipid droplet cells 6.5 µM 735, b-catenin transl cell count 5 µM 1044, MT stabilize HCS Hoechst-high % 2.0, MT stabilize HCS cytotoxicity % 5.8 and Autophagy mod cell loss 18 h 9.5.
For CCN1CCN(CC(=O)NC2CCCCC2)C(=O)C1=O the results were MT stabilize HCS 4.3, Autophagy mod inactive, Lipid droplet -9.4, Insulin prom up 0.66, WT yeast gro inh 13.8, b-catenin transl -3.3, XIAP antagonists 1.4%, CSM14.1 death rescue -0.8%, Dynein transport 0.418, WT yeast gro inh mutant strain 0.1, Dynein transport cytoplasmic EGFP -0.236, Dynein transport nuclear GR-EGFP 0.299, Dynein transport cell count -0.0215, Insulin prom up cell count 1216, Lipid droplet cells 6.5 µM 738, b-catenin transl cell count 5 µM 1179, MT stabilize HCS Hoechst-high % 2.1, MT stabilize HCS cytotoxicity % 6.2 and Autophagy mod cell loss 18 h -7.9.
COc1ccc(-c2cc(-c3ccccc3)n[nH]2)c(O)c1 was read as MT stabilize HCS 2.6, Autophagy mod inactive, Lipid droplet 13.6, Insulin prom up -0.05, WT yeast gro inh 23.6, b-catenin transl 0.5, XIAP antagonists -0.7%, CSM14.1 death rescue -2.0%, Dynein transport -1.03, WT yeast gro inh mutant strain 22.6, Dynein transport cytoplasmic EGFP -0.294, Dynein transport nuclear GR-EGFP -0.662, Dynein transport cell count 0.699, Insulin prom up cell count 1383, Lipid droplet cells 6.5 µM 700, b-catenin transl cell count 5 µM 1522, MT stabilize HCS Hoechst-high % 2.5, MT stabilize HCS cytotoxicity % 0.3 and Autophagy mod cell loss 18 h 6.1.
`Cc1ccc(C(=O)NNC(=O)CSc2nnc(-c3ccncc3)n2-c2ccc(C)cc2)cc1` gave MT stabilize HCS 1.4, Autophagy mod inactive, WT yeast gro inh 11.8, XIAP antagonists -3.8%, CSM14.1 death rescue 0.9%, Dynein transport 0.257, WT yeast gro inh mutant strain -2.0, Dynein transport cytoplasmic EGFP -0.218, Dynein transport nuclear GR-EGFP -0.174, Dynein transport cell count -0.0373, MT stabilize HCS Hoechst-high % 1.8, MT stabilize HCS cytotoxicity % 11.5 and Autophagy mod cell loss 18 h 0.0.
Screening CN(Cc1ccccn1)C(=O)CC1C(=O)NCCN1Cc1cccc(Oc2ccccc2)c1 (stereo not drawn) returned MT stabilize HCS 2.8, Autophagy mod inactive, Lipid droplet -17.2, WT yeast gro inh 5.4, b-catenin transl 1.2, XIAP antagonists -3.6%, CSM14.1 death rescue 1.5%, Dynein transport 2.24, WT yeast gro inh mutant strain -12.8, Dynein transport cytoplasmic EGFP -0.0547, Dynein transport nuclear GR-EGFP 0.934, Dynein transport cell count -2, Lipid droplet cells 6.5 µM 640, b-catenin transl cell count 5 µM 934, MT stabilize HCS Hoechst-high % 3.3, MT stabilize HCS cytotoxicity % 3.3 and Autophagy mod cell loss 18 h -7.0.
Screening N#Cc1nc(COc2ccccc2F)oc1NCCc1ccccc1 returned MT stabilize HCS 1.2, Autophagy mod inactive, Lipid droplet 6.0, Insulin prom up 0.51, WT yeast gro inh 32.8, b-catenin transl -1.2, XIAP antagonists -3.3%, Dynein transport 0.0353, WT yeast gro inh mutant strain 32.6, Dynein transport cytoplasmic EGFP 0.249, Dynein transport nuclear GR-EGFP 0.119, Dynein transport cell count 0.166, Insulin prom up cell count 1244, Lipid droplet cells 6.5 µM 660, b-catenin transl cell count 5 µM 1070, MT stabilize HCS Hoechst-high % 2.1, MT stabilize HCS cytotoxicity % 10.7 and Autophagy mod cell loss 18 h 5.7.
Screening O=C(CN(C1CCCCC1)S(=O)(=O)c1ccc(F)cc1)Nc1ccc2c(c1)OCO2 returned MT stabilize HCS 3.4, Autophagy mod inactive, Lipid droplet -43.1, Insulin prom up -1.05, WT yeast gro inh -1.6, b-catenin transl -2.1, XIAP antagonists -7.1%, CSM14.1 death rescue -0.4%, Dynein transport -0.909, WT yeast gro inh mutant strain 8.0, Dynein transport cytoplasmic EGFP -0.252, Dynein transport nuclear GR-EGFP -0.697, Dynein transport cell count 0.97, Insulin prom up cell count 872, Lipid droplet cells 6.5 µM 700, b-catenin transl cell count 5 µM 1094, MT stabilize HCS Hoechst-high % 1.5, MT stabilize HCS cytotoxicity % 5.6 and Autophagy mod cell loss 18 h 2.1.
S=c1[nH]nc(Cn2cnc3ccccc32)n1-c1ccccc1 was read as MT stabilize HCS 3.2, Autophagy mod inactive, Lipid droplet -0.9, Insulin prom up -0.28, WT yeast gro inh -4.4, b-catenin transl -4.2, XIAP antagonists -3.8%, CSM14.1 death rescue -1.2%, Dynein transport 0.971, WT yeast gro inh mutant strain -9.6, Dynein transport cytoplasmic EGFP -0.0927, Dynein transport nuclear GR-EGFP 0.594, Dynein transport cell count -0.886, Insulin prom up cell count 1240, Lipid droplet cells 6.5 µM 688, b-catenin transl cell count 5 µM 1123, MT stabilize HCS Hoechst-high % 2.0, MT stabilize HCS cytotoxicity % 2.0 and Autophagy mod cell loss 18 h 5.2.

Compound activity (PubChem)
